MEKK2 WT-MEK5: raises or lowers MEK5 binding to wildtype human MEKK2 PB1 domain | Q9Y2U5 | bead flow cytometry, Alexa488-MEK5 binding to MEKK2 WT; actives lie on both sides | binding response (% of control), % at 10 µM | 1.1% of 290,000 active | AID 1531; in the data active means binding response below about 67% or above about 130%
NALP1 yeast inh: blocks the NALP1 inflammasome reconstituted in yeast; AID 2071; S. cerevisiae NALP1/ASC/caspase-1 growth, X-gal OD620, 72 h; inhibition, % at 10 µM; 0.61% of 280,000 active; in the data active means inhibition mostly above about 24%, no sharp cut-off; inactive means mostly below about 32%; further: some compounds called inactive have numbers as strong as hits
PHOSPHO1 block: inhibitors of human PHOSPHO1 phosphatase | AID 1565 | recombinant PHOSPHO1, absorbance phosphatase assay | 1.1% of 290,000 active | inhibition, % at 13.3 µM | Q8TCT1; in the data active means inhibition above about 60%
Target sequence (Q8TCT1 whole entry, looked up): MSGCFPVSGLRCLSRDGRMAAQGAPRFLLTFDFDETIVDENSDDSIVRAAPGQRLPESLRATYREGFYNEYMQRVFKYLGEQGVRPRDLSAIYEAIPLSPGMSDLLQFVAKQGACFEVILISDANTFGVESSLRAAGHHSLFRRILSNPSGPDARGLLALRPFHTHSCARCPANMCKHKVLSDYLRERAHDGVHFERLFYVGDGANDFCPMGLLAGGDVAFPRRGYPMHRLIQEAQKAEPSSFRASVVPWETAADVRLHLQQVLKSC
GalR3 antag: antagonists of human GalR3; HEK293 GalR3-CNG cAMP membrane potential fluorescence; galR3 body fused to GalR1 C-terminus; AID 651719; 0.44% of 360,000 active; O60755; inhibition, % at 3 µM;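 active means inhibition above the screen-wide average plus 3 SD, cut at about 13% in these data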;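 further: forskolin and galanin both at EC90 stimulate the cells; cAMP rise reported by CNG channel membrane potential dye signal; 0% = forskolin plus galanin with DMSO and 100% = forskolin alone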
Target sequence (O60755 1-299 limits assumed): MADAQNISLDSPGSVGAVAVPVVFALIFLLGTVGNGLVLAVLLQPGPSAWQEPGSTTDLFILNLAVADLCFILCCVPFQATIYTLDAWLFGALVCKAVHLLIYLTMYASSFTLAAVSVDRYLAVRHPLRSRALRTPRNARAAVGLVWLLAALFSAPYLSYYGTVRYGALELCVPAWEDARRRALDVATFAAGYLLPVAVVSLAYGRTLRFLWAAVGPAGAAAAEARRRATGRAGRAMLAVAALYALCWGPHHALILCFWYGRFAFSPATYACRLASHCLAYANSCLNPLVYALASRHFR
OXTR agonist: human OXTR agonism; P30559; 0.32% of 320,000 active; CHO-OTR cells, Fluo-8 calcium fluorescence; normalized: DMSO 0%, oxytocin 100%; activation, % at 3 µM; AID 2435;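 active means activation above the mean of all tested compounds plus 3 SD, cutoff set per screening run, cut at about 20% in these data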;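 further: peak over basal fluorescence ratio from a 100 s FLIPR kinetic read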
Target sequence (P30559 whole entry, looked up): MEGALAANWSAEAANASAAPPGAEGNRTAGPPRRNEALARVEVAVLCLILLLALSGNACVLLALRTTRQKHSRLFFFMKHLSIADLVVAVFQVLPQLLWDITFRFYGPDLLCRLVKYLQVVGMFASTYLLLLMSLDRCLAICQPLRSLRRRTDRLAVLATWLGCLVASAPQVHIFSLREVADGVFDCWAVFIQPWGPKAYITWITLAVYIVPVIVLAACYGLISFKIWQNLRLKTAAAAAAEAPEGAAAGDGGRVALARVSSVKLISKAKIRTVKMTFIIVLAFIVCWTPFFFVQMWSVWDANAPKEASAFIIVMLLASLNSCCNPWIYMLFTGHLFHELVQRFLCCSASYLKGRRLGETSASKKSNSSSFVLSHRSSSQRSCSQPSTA
V1R ag counter: counter-screen for oxytocin receptor agonists: human V1a receptor agonists | AID 2797 | 0.25% of 320,000 active | CHO-V1R cells, Fluo-8 calcium fluorescence, agonist mode; 0% DMSO, 100% 3 nM vasopressin | activation, % at 3 µM | P37288;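 active means activation above the mean activation of all tested compounds plus 3 SD, per screening run, cut at about 20% in these data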;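 further: signal is peak over basal fluorescence ratio across a 100 second FLIPR read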
MEKK2mut PB1 HTS: signal of MEK5 binding to mutant human MEKK2 PB1 domain. bead flow cytometry, Alexa488-MEK5 binding to MEKK2 mutant. percent response, % at 10 µM. AID 1530. 0.35% of 290,000 active; in the data active means percent response above about 24%, passing the limit was not always enough; further: inactives centre near 1; some results filed as inactive read as strong as hits; reference of the scale not given here
GPR7 antagonist: blocks human GPR7 receptor signaling. GPR7-expressing cells, fluorescence antagonist assay. inhibition, % at 4.4 µM. 1.1% of 290,000 active. AID 1861; in the data active means inhibition above about 16%, passing the limit was not always enough;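 further: cells stimulated with the agonist NPW; 0% = agonist with vehicle and 100% = vehicle without agonist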
MEKK3 PB1 HTS: raises or lowers MEK5 binding to the human MEKK3 PB1 domain; 1.4% of 290,000 active; binding response (% of control), % at 10 µM; AID 1529; Q99759; bead-based flow cytometry, Alexa488-MEK5 binding to MEKK3; actives lie on both sides; 0 = blocked by unlabeled MEK5, 100 = vehicle;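 active means binding response more than 3 SD above or below the average of its plate-row segment, actives on both sides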;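 further: Alexa488 bead fluorescence after subtracting the streptavidin-only scavenger bead signal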
Numbers without * were called inactive; nt = no result given; [ ] = remark or other dose.

SMILES	MEKK2 WT-MEK5	NALP1 yeast inh	PHOSPHO1 block	GalR3 antag	OXTR agonist	V1R ag counter	MEKK2mut PB1 HTS	GPR7 antagonist	MEKK3 PB1 HTS
Cc1ccc(OCc2nnc(SCc3ccc(C#N)cc3)n2-c2ccc(C)cc2)cc1	106	1	52	-8	2.6	2.3	3	4	109
COc1ccc(-c2cn3cc(C(F)(F)F)cc(Cl)c3n2)cc1	102	3	26	0	-2.4	-1.1	3	4	104
COc1cc(NC(=O)C(C)Oc2ccccc2)cc(OC)c1 (configuration not stated)	0.0*[inhibitor]	-1	-10	-4	-2.0	0.2	-27	9	0.0*[inhibitor]
COCCCNc1nc2ccccc2nc1NS(=O)(=O)c1cccc(Cl)c1	105	-13	nt	-10	3.8	3.5	1	-17	104
COc1ccc(CC(=O)N2CCN(c3ccc(F)cc3)CC2)cc1	104	13	14	-6	-0.5	2.2	0	12	104
Cc1ccccc1-n1nc2c(c1NC(=O)/C=C\c1ccc3c(c1)OCO3)CSC2	98	6	-4	2	-1.0	-0.5	-4	-8	108
Clc1ccc(N2CCN(/N=C/c3cccnc3)CC2)cc1	108	8	34	-10	3.3	4.7	4	7	102
Cc1ccc(SCCCn2cnc3ccccc3c2=O)cc1	99	4	-1	-2	-1.1	0.6	-1	-5	97
CCOC(=O)C1=NN(c2ccc(C)cc2)CC1C(=O)OC (configuration not stated)	95	12	11	4	-2.2	-1.2	-3	-4	96
CCc1cccc(C)c1NC(=S)NCC(c1cccnc1)N1CCOCC1 (configuration not stated)	106	22	0	-2	1.9	0.5	0	-2	144*
Cc1ccc(-c2nnc(SCC(=O)N/N=C/c3ccccc3C(=O)O)n2C2CCCCC2)cc1	94	0	40	-8	0.1	-0.7	-1	9	95
Cc1ccc(S(=O)(=O)n2nc(-c3ccco3)nc2N)cc1	83	1	22	-4	0.5	1.8	-14	-12	81
CC(C)NC(=O)NC(=O)COc1ccc(Br)cc1Br	101	24	-13	-3	-0.4	0.0	-1	-8	102
CC12CCC(C(=O)N(c3ccccc3Cl)C1=O)C2(C)C (configuration not stated)	104	15	-12	-3	-0.9	0.6	-1	0	108
Cc1cccc(OCc2nnc(SCC(=O)N3CCN(c4ccccc4)CC3)o2)c1C	102	17	-10	-1	1.1	2.0	4	4	107
COc1ccc(Nc2oc(COc3ccccc3F)nc2C#N)cc1	97	-3	-7	1	-0.5	-0.3	-1	9	99
CN(C)c1cc(NC(=O)CNC(C)(C)CC(C)(C)C)c2ccccc2n1	109	-11	19	-9	-1.6	-1.4	1	-15	104
Cc1cccc2nc(Cn3c(=O)n(CCC(=O)NCc4ccco4)c(=O)c4sccc43)cc(=O)n12	96	-8	-14	-5	1.4	0.0	2	-1	100
O=C(NCCc1ccccn1)c1cc(-c2ccc(Cl)cc2)nc2ccccc12	113	30	-21	-3	-2.8	-0.9	31	-5	110
O=C(O)CCC(=O)N1CCOc2ccc(Cl)cc21	102	12	18	-4	-0.2	0.7	3	-10	99
Cc1cc(NC(=O)c2cc3nc(C4CC4)cc(C(F)(F)F)n3n2)no1	101	10	34	-4	-1.5	-1.2	0	-15	104
CCC(C)[C@H](NC(=O)NCc1cccc(OC)c1)C(=O)O (some centres not stated)	105	7	14	-6	-0.3	0.1	4	-3	101
CCN(CC)CC(=O)Nc1cccc(S(=O)(=O)N2CCCC2)c1	65	nt	28	-5	-0.3	-0.7	-34	12	67
COc1ccc(S(=O)(=O)N2Cc3ccccc3CC2C(=O)O)cc1 (configuration not stated)	100	4	33	-5	0.0	0.8	2	6	101
CC(/C=N/NC(=O)C(O)c1ccccc1)=C\c1ccccc1 (configuration not stated)	97	-1	-5	3	1.3	0.5	-2	5	94
Nn1c(=O)[nH]c2c([nH]c3ccccc32)c1=O	97	-4	20	-5	0.6	0.4	-2	3	102
CCOc1ccc(S(=O)(=O)N2Cc3ccccc3CC2C(=O)O)cc1 (configuration not stated)	88	nt	28	-3	1.6	-0.7	-19	-7	92
O=C(COc1ccc(S(=O)(=O)N2CCOCC2)cc1Cl)NC1CC1	93	4	23	-10	0.2	0.6	-6	-4	95
O=C(NC1(C(F)(F)F)N=C(c2ccccc2)NC1=O)c1ccccc1F (configuration not stated)	106	30	20	-3	0.2	0.2	0	2	134*
COc1ccc(NCC(=O)N/N=C(\C)c2cc3ccccc3o2)cc1	93	6	36	-8	0.9	1.7	-7	-2	99
COc1cccc(-c2noc(C3CCCN(S(=O)(=O)c4cccc(Cl)c4C)C3)n2)c1 (configuration not stated)	102	4	-1	-3	1.4	0.9	3	-17	101
O=C(c1cccc(Br)c1)N1CCN(S(=O)(=O)N2CCCCCC2)CC1	103	12	34	-3	1.1	4.7	2	2	101
CN(CCOCCOc1ccc2ccccc2c1)Cc1ccccc1	124	7	2	-8	4.8	3.6	9	6	115
CC1=NN2C(=N)/C(=C\c3cc(C)n(-c4cccc(C)c4)c3C)C(=O)N=C2S1	102	-26	0	4	-0.5	-1.1	-1	-1	100
COc1ccc(Br)cc1/C=C/C(=O)Nc1ccc2ccccc2c1	112	32	0	-1	-1.3	1.5	5	-5	104
CC(=O)OCC(OC(C)=O)C(OC(C)=O)C(OC(C)=O)C(=O)Nc1ccccc1 (configuration not stated)	99	-2	-8	0	-1.1	0.6	0	2	93
CCN(C(=O)COC(=O)c1ccc2[nH]c3c(c2c1)CCCC3)C1CCS(=O)(=O)C1 (configuration not stated)	104	1	28	7	-0.5	-0.1	-2	2	101
Cc1cc(SCC(=O)N/N=C/c2ccccc2C(=O)O)c(C)cc1Br	100	8	27	-9	-0.3	0.3	0	-10	104
COc1ccc(N(CC(=O)NC2CCCCC2)C(=O)CCCC(=O)Nc2ccccn2)cc1	93	4	19	5	-0.3	-0.4	-7	2	98
CC(C)(C)c1cc(N2CCOCC2)n2ncc(-c3ccc(Cl)cc3)c2n1	107	19	nt	-9	-0.1	0.9	5	-7	105
COc1ccc(OC)c(NC(=O)CCN2CCN(C)CC2)c1	113	9	24	-4	0.3	1.2	14	-14	109
CC(C)Oc1ccc(C(=O)NCc2cccs2)cc1	100	3	-9	-7	-1.9	-0.4	-2	-1	104
CC(C)n1c(O)c(/C=C2\C=NN=C2c2ccccc2)sc1=S	93	16	32	0	-2.3	-0.3	-3	-16	100
Cc1cc(C)cc(NC(=O)CCc2c(C)nn(-c3ccc(N4CCCCC4)nn3)c2C)c1	106	1	43	3	-1.3	2.1	1	-21	102
O=[N+]([O-])c1ccc(CN2CCN(c3ccc4ccccc4n3)CC2)cc1	94	8	48	-6	-1.4	-0.4	-8	-5	94
COC(=O)CN1C(=S)N(c2ccc(OC)cc2)C(=O)C1CC(=O)Nc1ccc(F)cc1 (configuration not stated)	95	-4	32	-3	1.6	1.3	-3	1	101
CC(=O)Oc1ccc2ccccc2c1C(NC(=O)C(C)C)c1cccc([N+](=O)[O-])c1 (configuration not stated)	96	34	37	-2	-1.8	-1.3	-4	6	99
CC1CCCC(n2cnc3cc(C(=O)O)ccc32)C1C (configuration not stated)	97	-5	2	-5	0.9	0.6	-1	-4	98
C=CCn1c(C)cc(C2=NNC(=NC(C)(C)C)SC2)c1C	94	16	-13	-5	-1.2	-0.4	-1	-7	92
CCOC(=O)N1CCN(C(=O)COc2ccccc2OC)CC1	92	-9	1	-1	0.4	0.5	-10	-5	84
Cc1ccc(OCC(=O)Nc2cc(S(=O)(=O)N3CCOCC3)ccc2Cl)c([N+](=O)[O-])n1	106	nt	38	-7	0.3	1.7	13	-12	106
Cc1ncc(N=Nc2ccccc2)c(-c2ccccc2)n1	104	6	4	-5	-2.0	-1.7	12	-4	111
O=C(Nc1nc(-c2ccccn2)cs1)c1cccc(-n2cnnn2)c1	94	-11	38	-1	0.7	3.1	-2	-13	100
CCC1CCCCN1C(=O)CSc1nnc(-c2ccc(OC)cc2)o1 (configuration not stated)	100	44*	-12	-1	2.5	3.1	-1	-10	100
CCCC(=O)Nc1ccc(S(=O)(=O)N2CCOCC2)cc1	107	19	-7	-8	0.7	0.5	-1	-8	100
Cc1ccc(-n2ncc3c2CCCC3NC(=O)CCCN2CCCCC2=O)cc1C (configuration not stated)	104	6	26	-2	-0.7	-0.3	6	-12	99
Cc1cc(C)c(NC2=NCC(=O)N2C2CCCCC2)c(C)c1	113	25	0	-5	-0.5	-2.1	8	2	110
CC(C)CNC(=O)COC(=O)c1ccc(F)cc1Cl	83	2	25	-8	-1.2	0.7	-10	9	73*[inhibitor]
CCOC(=O)c1c(NC(=O)CNCCO)sc(C)c1C	94	2	14	-2	-0.3	-1.4	-6	-8	85
Cc1ccc2c(c1)N(CC(=O)NCc1ccco1)C(=O)CO2	108	-1	-13	-5	0.1	0.0	0	-9	93

(more compounds)
SMILES	MEKK2 WT-MEK5	NALP1 yeast inh	PHOSPHO1 block	GalR3 antag	OXTR agonist	V1R ag counter	MEKK2mut PB1 HTS	GPR7 antagonist	MEKK3 PB1 HTS
c1ccc(-c2nc(NC3CCCC3)c3ccccc3n2)cc1	100	6	30	-2	-1.1	0.3	-1	0	94
O=C(NCCc1ccc(Cl)cc1)c1ccc2nc(N3CCOCC3)sc2c1	108	14	20	16*	3.3	3.3	0	10	103
COC(=O)c1ccc(C)c(NC(=O)CCc2cc(OC)c(OC)c(OC)c2)c1	106	26	-1	-3	0.0	-0.4	0	-3	122
OC(C#CCN1CCCC1)(c1ccccc1)c1cccc(F)c1 (configuration not stated)	95	-6	-8	-2	2.5	0.8	1	-2	100
CN(C)CCCOc1cccc(Oc2ccccc2)c1	104	37	-4	-6	0.8	2.0	0	-4	105

Among those listed so far, these contain fluorine:
SMILES	MEKK2 WT-MEK5	NALP1 yeast inh	PHOSPHO1 block	GalR3 antag	OXTR agonist	V1R ag counter	MEKK2mut PB1 HTS	GPR7 antagonist	MEKK3 PB1 HTS
COc1ccc(-c2cn3cc(C(F)(F)F)cc(Cl)c3n2)cc1	102	3	26	0	-2.4	-1.1	3	4	104
COc1ccc(CC(=O)N2CCN(c3ccc(F)cc3)CC2)cc1	104	13	14	-6	-0.5	2.2	0	12	104
COc1ccc(Nc2oc(COc3ccccc3F)nc2C#N)cc1	97	-3	-7	1	-0.5	-0.3	-1	9	99
Cc1cc(NC(=O)c2cc3nc(C4CC4)cc(C(F)(F)F)n3n2)no1	101	10	34	-4	-1.5	-1.2	0	-15	104
O=C(NC1(C(F)(F)F)N=C(c2ccccc2)NC1=O)c1ccccc1F (configuration not stated)	106	30	20	-3	0.2	0.2	0	2	134*
COC(=O)CN1C(=S)N(c2ccc(OC)cc2)C(=O)C1CC(=O)Nc1ccc(F)cc1 (configuration not stated)	95	-4	32	-3	1.6	1.3	-3	1	101
CC(C)CNC(=O)COC(=O)c1ccc(F)cc1Cl	83	2	25	-8	-1.2	0.7	-10	9	73*[inhibitor]
OC(C#CCN1CCCC1)(c1ccccc1)c1cccc(F)c1 (configuration not stated)	95	-6	-8	-2	2.5	0.8	1	-2	100

Screening data (PubChem)

Compounds were not picked by outcome. Share with any hit: about 5.4%.
